# High-throughput results deposited in PubChem BioAssay by Broad Institute.
# DENV2 CPE: inhibitors of DENV2 cytopathic effect, primary screen, cell-based, plate reader, single concentration. DENV2-infected cells, cytopathic effect rescue. CPE inhibition, % at 9.99 µM. hit rate 1.7% among 350,000; in the data active means CPE inhibition above about 20%, passing the limit was not always enough; inconclusive means no clear call, values can overlap the other calls; tested in BHK-21 cells;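 further: 0% = median of neutral control wells and 100% = median of positive control wells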
# CFTR F508del cor: F508del CFTR correction, initial screen, CFBE line, single point. CFBE cells, YFP halide quenching; stimulated with forskolin plus potentiator P3; % fluorescence drop versus neutral controls. activity (quench increase), % at 7.58 µM. AID 720511, 2013. hit rate 0.36% among 350,000;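 active means mean added fluorescence quench of at least 8% versus neutral control, with both replicates also reaching 8%; inconclusive means only one of the mean or replicate conditions met; inactive means mean below 8% and not both replicates reaching 8%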;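 further: cells transiently co-express mutant CFTR-F508del with the halide-sensitive YFP; corrector assay measuring rescue of mutant channel to the surface after 24 h compound exposure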
# EWS-Fli inh: EWS/Fli-driven NR0B1 reporter inhibitors, primary screen, A673 cells, NR0B1 luciferase, luminescence, MLPCN library | AID 651661, 2012 | viability-normalised | inhibition, % at 12.6 µM | hit rate 0.67% among 350,000;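 active means mean inhibition of at least 50% after viability correction, with every replicate also passing that limit; inconclusive means mean reaches 50% but only one of two replicates passes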;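 further: firefly luciferase signal divided by Alamar Blue viability fluorescence both relative to DMSO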
# GSIS activator: GLuc luminescence reporter in INS-1E cells, primary screen for activators of glucose-dependent secretion of insulin | INS-1E GLuc reporter insulin secretion, 2-3 h | hit rate 0.61% among 370,000 | activation, % at 16.6 µM;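 active means lowest replicate activation of at least 40%, so every replicate reaches that level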;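 further: 0% = median of neutral control wells and 100% = median of IBMX positive control wells; some compounds called inactive have numbers as strong as hits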
# PAX8 inh HTS: inhibitors of PAX8-driven TPO luciferase reporter, primary screen, RMG-I cells, single concentration; hit rate 1.2% among 360,000; SteadyGlo, 24 h; inhibition, % at 12.6 µM;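 active means mean replicate inhibition at least 60% with every replicate also reaching 60%; inconclusive means only one of the two criteria is met; inactive means mean below 60% and not all replicates reaching 60%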;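 further: luciferase light reporting Pax8 driven TPO promoter activity; plate controls were median of neutral control wells for no effect and mitoxantrone controls for full effect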
# FN deposition inh: inhibitors of fibronectin matrix deposition, primary screen, AH1F cells, Alexa488-fibronectin fluorescence, plate reader. AH1F fibroblasts, overnight. inhibition, % at 12.6 µM. hit rate 0.086% among 350,000;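 active means mean inhibition across replicates of 30% or more, regardless of how many single replicates reach that level; inconclusive means mean under 30% yet at least half of replicates reach 30%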;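 further: positive control wells lacked labelled fibronectin entirely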
#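 Material: AH1F fibroblasts assembling fluorescent fibronectin matrix; amount: 10000 AH1F cells/well; medium: DMEM, 2% serum; reagent: Alexa488-fibronectin, 24 nM final in well; dosing: single compound dose, delivered by pin transfer; incubation: 1 h adhesion, overnight exposure; detection: fluorescence after three HBSS washes, excitation 485 nm, emission 525 nm; measure: fibronectin deposition inhibition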
# miR122 inh: miR-122 Renilla sensor signal increase in Huh7, primary screen, miR-122 inhibitor project, cell-based, single point, plate reader | Huh7 miR-122 Renilla luciferase sensor, 48 h; neutral wells = 0, positive control = 100 | activation (reporter increase), % at 12.5 µM | hit rate 0.3% among 340,000;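 active means mean replicate activation score at least 90 and every replicate individually at or above 90; inconclusive means only one of the two criteria met; inactive means neither criterion met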;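 further: higher luciferase means less miR-122 activity so hits act as miR-122 inhibitors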
# Starred values were filed as active, the others as inactive; u = inconclusive; x = no result given; & = joins results of further samples; [ ] = remark or other dose.
SMILES | DENV2 CPE | CFTR F508del cor | EWS-Fli inh | GSIS activator | PAX8 inh HTS | FN deposition inh | miR122 inh
Cc1cc(C)c2nc(/N=C(\N)NC(=O)c3ccccc3)nc(C)c2c1 | 12.4 | -1.4 | 9.6 | 23.0 | -1.1 | 5.3 | 6.1
COc1ccc(S(=O)(=O)N(C)C[C@@H]2Oc3c(NC(=O)CCCCCC(=O)Nc4ccccc4N)cccc3C(=O)N([C@@H](C)CO)C[C@@H]2C)cc1 | 11.7 | -2.3 | 2.3 | -9.5 | 18.8 | x | x
COc1ccc(CCNC(=O)CCNC(=O)c2ccco2)cc1 | 1.3 | 0.7 | x | 0.9 | 5.8 | x | x
CC(=O)n1cc(N(C(=O)CCl)c2ccccc2)c2ccccc21 | -15.4 | -7.9 | 40.2 | -13.5 | 108.9* | 3.7 | -18.5
CCn1c(=O)cc(SCC(=O)NCCCN2CCC(C)CC2)c2ccccc21 | 0.2 | 0.7 | 5.8 | 3.3 | -6.3 | -2.8 | x
CN1CCN(S(=O)(=O)c2ccc(N3CCN(c4ccccc4Cl)CC3)nc2)CC1 | -5.6 | -0.8 | 11.7 | 1.7 | -0.3 | 3.0 | -5.4
Cn1nc(-c2ccc(C(=O)N3CCN(CCO)CC3)cc2)c2ccccc2c1=O | x | x | x | x | -10.2 | -3.2 | 4.2
COc1ccc(S(=O)(=O)Nc2ccc3c(c2)[C@@H]2C[C@H](CC(=O)O)O[C@H](CO)[C@@H]2O3)cc1 | -6.0 | -1.1 | 3.1 | 6.3 | x | 3.1 | -1.4[16.7 µM]
O=C(CNc1ccccc1F)Nc1cc(S(=O)(=O)N2CCCCC2)ccc1Cl | -2.8 | -8.0 | 15.7 | -10.8 | 7.5 | -2.2 | 1.1
C#CCN(C[C@@H]1[C@@H](OC(=O)Nc2c(C)noc2C)[C@@H](OC(=O)Nc2c(C)noc2C)Cn2c(=O)n(CCCCCC)c(=O)n21)S(=O)(=O)c1ccc(C)cc1 | -10.2 | -3.2 | 9.8 | -27.1 | 30.7 | 9.5 | 7.9
CN1C(=O)c2cc(NC(=O)c3cccs3)ccc2OC[C@H]2O[C@@H](CC(=O)N3CCOCC3)CC[C@@H]21 | -3.9 | 1.4 | 0.2 | -4.0 | 5.3 | -9.2 | -2.2[16.7 µM]
C[C@@H]1CN([C@@H](C)CO)C(=O)c2cccc(NC(=O)CCCCCC(=O)Nc3ccccc3N)c2O[C@@H]1CN(C)Cc1ccncc1 | -8.5 | 0.4 | x | 29.3 | -14.3 | x | x
CC(C)(C)S(=O)(=O)N1C[C@H]2CC(=O)C(CCO)=C2[C@@H]1CCO | u | -0.1 | 5.8 | 0.5 | -4.9 | -4.2 | x
C[C@@H]1CN([C@H](C)CO)C(=O)c2cc(NS(=O)(=O)c3cccs3)ccc2O[C@@H](C)CCCCO[C@@H]1CN(C)Cc1ccccc1 | -2.6 | 3.0 | 0.7 | -19.2 | 0.8 | 5.3 | -8.6[16.7 µM]
Cc1noc(C)c1COc1ccc(C(=O)NCCOc2ccccc2)cc1 | 10.5 | 1.3 | -25.8 | -12.5 | -30.7 | 2.3 | 6.1
CC1(C)OC(=O)C2=C(C[C@@H](CCOCc3ccccc3)O[C@H]2c2ccc(F)cc2)O1 | -1.2 | -3.4 | 9.6 | x | -8.9 | -9.6 | 4.6
O=C(CSc1nnc(CNC(=O)c2ccc(F)cc2)o1)Nc1ccc2c(c1)OCCO2 | 0.2 | -1.3 | x | -15.5 | 0.8 | x | -1.0
COc1cc(NC(=S)N2CCN(S(=O)(=O)c3ccc(F)cc3)CC2)cc(OC)c1 | -4.7 | -2.7 | 1.6 | 18.6 | -7.1 | 0.8 | x
CCOc1cccc(NC(=O)CC#N)c1 | x | x | x | x | 5.4 | -2.9 | 5.9
COc1ccc(C(=O)N2CCCC(C(=O)O)C2)c2ccccc12 (configuration not stated) | 4.4 | -1.0 | 0.6 | -2.9 | 11.6 | -0.6 | -3.5
CCCCc1cc(=O)oc2cc(C)cc(OCC(=O)Nc3cccnc3)c12 | 0.0 | 1.0 | 16.4 | 3.0 | 29.5 | -4.5 | 1.1
C[C@@H]1CCCCO[C@@H](CN(C)C(=O)c2ccncc2)[C@H](C)CN([C@H](C)CO)C(=O)c2cc(NS(C)(=O)=O)ccc2O1 | -3.1 | -0.6 | -2.1 | 0.7 | x | x | 5.1[16.7 µM]
C[C@@H]1CN([C@H](C)CO)C(=O)c2cc(NC(=O)c3ccccc3)ccc2O[C@@H](C)CCCCO[C@H]1CN(C)C(=O)c1ccncc1 | -7.6 | 0.1 | x | 5.8 | -2.1 | x | -8.5[16.7 µM]
Cc1ccc(NC(=O)C2CCCN2S(=O)(=O)c2ccc3c(c2)n(C)c(=O)c(=O)n3C)c(C)c1 (configuration not stated) | -8.9 | 4.9 | -4.1 | -0.2 | 17.7 | 12.6 | 2.3
CCOC(=O)c1nn(-c2ccc(OC)cc2)c(=O)c2c(N)scc12 | x | 0.0 | -5.4 | -5.4 | x | x | -0.4
CCCCn1c(N)c(N(CC(C)C)C(=O)c2cccc(-n3cnnn3)c2)c(=O)[nH]c1=O | 5.3 | -1.7 | 0.6 | 9.4 | -14.1 | 3.2 | -6.0
C[C@@H]1CN([C@@H](C)CO)C(=O)c2ccccc2-c2ccccc2CO[C@@H]1CN(C)C(=O)[C@H](C)c1ccccc1 | -1.0 | -3.4 | 4.3 | -0.6 | 2.1 | -1.6 | x
COc1ccc(Nc2ncnc3sc(C)cc23)c(OC)c1 | -1.2 | 1.4 | -51.6 | 25.4 | -65.8 | -9.1 | 5.1
C[C@H](CO)N1C[C@H](C)[C@@H](CN(C)CC2CCCCC2)Oc2c(NS(=O)(=O)c3cccs3)cccc2C1=O | 4.1 | 1.2 | 0.1 | 8.8 | -7.1 | -13.0 | -33.2[16.7 µM]
COc1ccc(NC(=O)Nc2cccc3c2O[C@@H](CN(C)S(=O)(=O)c2ccc(Cl)cc2)[C@@H](C)CN([C@@H](C)CO)C3=O)cc1 | -3.6 | -4.0 | -14.9 | 7.4 | -13.9 | x | 6.8[16.7 µM]

# Additional results.
# Each structure is followed by: DENV2 CPE, CFTR F508del cor, EWS-Fli inh, GSIS activator, PAX8 inh HTS, FN deposition inh, miR122 inh
CCCNC(=O)N(C)C[C@@H]1Oc2ncc(-c3ccccc3)cc2C(=O)N([C@@H](C)CO)C[C@@H]1C
  -4.8, 3.9, -13.1, 4.5, x, 1.5, -4.0[16.7 µM]
COC(=O)c1ccccc1NC(=O)C1CCCN(S(C)(=O)=O)C1 (configuration not stated)
  0.1, -1.9, 2.4, -7.3, x, x, x
Cc1nn(C(C)C(=O)NCc2cccs2)c(C)c1[N+](=O)[O-] (configuration not stated)
  x, -0.4, -9.9, 15.9, -1.4, -2.7, 5.3
Cc1ccc(-c2c[n+](CC(=O)Nc3cc(=O)n(C)c(=O)n3C)c3n2CCC3)cc1
  x, x, x, 10.3, -0.9, 8.3, -5.1
COc1ccc(C(=O)COC(=O)/C=C/c2ccccc2)c(OC)c1
  1.0, 1.2, -5.8, 12.4, -9.5, 6.6, 1.7
Cn1nc(C(=O)Oc2cc(=O)n(C)c3ccccc23)c2ccccc2c1=O
  -3.3, 0.8, 15.5, 16.4, 1.7, x, x
CC1=C(C(=O)NC2CCCc3c2cnn3-c2cccc(C)c2C)OCCO1 (configuration not stated)
  u, 5.8, 17.0, -28.4, x, 6.0, -10.6
Cn1cc(CN(CCO)Cc2cccs2)c(-c2cccc(Cl)c2)n1
  -2.2, 1.5, 21.5, 5.5, -14.0, 1.4, x
COc1ccc(C(=O)C2CCCN(C(=O)C3CCOCC3)C2)c(C)c1 (configuration not stated)
  -7.4, 2.1, 0.4, -2.2, 3.3, x, x
COc1ccc2c(c1)C(c1ccc(Cl)cc1)NC(=O)C2 (configuration not stated)
  -5.9, 1.2, -4.5, -3.6, -5.6, -8.1, 35.1
O=C(Cc1ccccn1)N1CC(=O)N2[C@@H](CO)[C@H](c3ccc(C#CC4CC4)cc3)[C@@H]2C1
  8.6, 0.0, -0.7, 20.2, 29.2, x, x
O=C(Nc1nc(-c2ccc(F)c(F)c2)cs1)C1=COCCO1
  -4.9, -1.3, -65.7, 7.2, -89.8, -4.8, -13.8
CCOc1cc(N2CCOCC2)c(OCC)cc1NC(=O)COc1ncnc2ccccc12
  x, x, x, x, 17.6, 7.2, -2.8
Cc1ccc(NC(=S)NCc2ccccc2)c(C)c1
  5.3, 4.7, -11.6, -10.6, -11.2, 4.8, 16.4
COc1cc(C(=O)N/N=C(\c2ccccc2)c2ccccn2)cc(OC)c1OC
  -1.6, 12.5*, 24.9, 7.1, 72.1*, -7.1, x
COc1cc(OC)c2c3c(c(C4CCCCC4)nc2c1)CCCC3
  4.1, -3.7, 8.6, -0.4, 8.6, 2.3, -1.8
CC(C)NC(=O)N(C)C[C@H]1Oc2c(NS(=O)(=O)c3cn(C)cn3)cccc2C(=O)N([C@@H](C)CO)C[C@@H]1C
  1.6, 1.8, -8.1, 15.5, x, 6.4, -6.2[16.7 µM]
COCCn1c(C)cc(C(=O)COC(=O)C2CC(=O)N(CCc3ccc(OC)c(OC)c3)C2)c1C (configuration not stated)
  -2.6, -1.7, -19.3, 38.3, -64.5, -1.8, x
CC1(C)C2CCC1(CS(=O)(=O)N1CCCC1C(=O)O)C(=O)C2 (configuration not stated)
  -1.7, -0.8, -7.8, x, x, -0.4, 2.3
O=C(CSc1nc2ccccc2nc1N1CCCCC1)N1CCN(c2ccccc2)CC1
  19.0, -2.6, 9.9, x, 13.3, -12.1, -12.5
C[C@@H]1CN([C@H](C)CO)C(=O)CCCn2nncc2CO[C@@H]1CN(C)S(=O)(=O)c1ccc2ccccc2c1
  -4.2&-6.7&-4.0, 1.3&1.0&-3.4, -7.1&12.7&1.6, -9.8&-5.3, -18.1&26.2, 4.2&20.1, -3.9
COc1ccc(CCNC(=O)c2cc(=O)c3ccc(C)cc3o2)cc1OC
  -4.7, 1.0, -78.1, 5.2, 16.4, -0.9, x
COCCSc1ccccc1C(=O)N1CCN(c2ccccc2OC)CC1
  -5.5, 2.2, -3.8, 8.4, -20.5, -4.5, x
CCCCn1c(N)c(N(CCOC)C(=O)c2cc(-c3ccccc3)nc3ccccc23)c(=O)[nH]c1=O
  u, -1.8, 8.0, -6.4, -0.6, -5.8, -0.4
Cc1cccc(C(=Cc2ccc([N+](=O)[O-])cc2)C(=O)O)c1
  -2.2, -0.4, 8.3, 0.9, -3.1, 5.6, -4.3
CCOC(=O)Cn1nc(C)n(-c2c(C)cccc2C)c1=O
  -11.9, -3.1, 1.3, 2.7, 1.5, -26.0, -9.0

# Four of the entries above in order of the miR122 inh value, highest first.
structure,miR122 inh
CCCCn1c(N)c(N(CCOC)C(=O)c2cc(-c3ccccc3)nc3ccccc23)c(=O)[nH]c1=O,-0.4
C[C@@H]1CN([C@H](C)CO)C(=O)CCCn2nncc2CO[C@@H]1CN(C)S(=O)(=O)c1ccc2ccccc2c1,-3.9
Cc1cccc(C(=Cc2ccc([N+](=O)[O-])cc2)C(=O)O)c1,-4.3
CCOC(=O)Cn1nc(C)n(-c2c(C)cccc2C)c1=O,-9.0
